High-throughput results as filed in PubChem BioAssay.
PREPL inh = PREPL enzyme inhibitors, primary screen, biochemical, fluorescence polarization; Prolyl endopeptidase-like (Homo sapiens), Q4J6C6; recombinant PREPL, fluorescence polarization activity-based probe; inhibition, % at 5.96 µM; 0.68% of 320,000 active; in the data active = inhibition above about 43%;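 note: 0% = enzyme with DMSO and 100% = wells lacking enzyme; many of its hits are not listed in these tables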
pPAFAH FP inh = pPAFAH enzyme inhibitors, primary screen, biochemical, fluorescence polarization, human; inhibition, % at 3.39 µM; recombinant pPAFAH, FP-rhodamine probe fluorescence polarization; 1.5% of 330,000 active;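 active = inhibition above the mean inhibition across the screen plus 3 SD, cut at about 25% in these data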;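 note: inhibitors block binding of the rhodamine activity-based probe so polarization drops; 0% = enzyme with DMSO and 100% = wells lacking pPAFAH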
Target sequence (Q13093 whole entry, looked up): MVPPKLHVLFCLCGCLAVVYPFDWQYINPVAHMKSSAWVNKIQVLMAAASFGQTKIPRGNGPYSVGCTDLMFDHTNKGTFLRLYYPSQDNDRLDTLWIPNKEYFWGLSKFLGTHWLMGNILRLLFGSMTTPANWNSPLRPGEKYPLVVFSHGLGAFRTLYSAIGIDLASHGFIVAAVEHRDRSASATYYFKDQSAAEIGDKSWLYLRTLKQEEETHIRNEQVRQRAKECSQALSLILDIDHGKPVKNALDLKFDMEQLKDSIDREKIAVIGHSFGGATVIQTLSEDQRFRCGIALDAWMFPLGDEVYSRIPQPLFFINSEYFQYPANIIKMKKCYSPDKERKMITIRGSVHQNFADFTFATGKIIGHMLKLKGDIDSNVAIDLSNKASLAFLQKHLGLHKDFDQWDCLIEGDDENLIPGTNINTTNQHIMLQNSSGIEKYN
PAFAH2 FP inh = PAFAH2 enzyme inhibitors, primary screen, biochemical, fluorescence polarization, human. recombinant PAFAH2, FP-rhodamine activity probe. inhibition, % at 3.39 µM. 0.99% of 340,000 active. AID 492956, 2010;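 active = inhibition above the mean over all tested compounds plus 3 SD, cut at about 30% in these data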;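 note: inhibitors block probe labeling of enzyme so polarization drops; 0% = enzyme with DMSO and 100% = wells lacking PAFAH2 protein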
PAFAH1B3 inh = PAFAH1B3 enzyme inhibitors, primary screen, biochemical, fluorescence polarization, human; 0.28% of 340,000 active; inhibition, % at 3.39 µM; Platelet-activating factor acetylhydrolase IB subunit alpha1 (Homo sapiens), Q15102; recombinant PAFAH1B3, FP-rhodamine probe; AID 492972, 2010;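 active = inhibition above the screen-wide average of all tested compounds plus 3 SD, cut at about 25% in these data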;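 note: 0% = enzyme with DMSO only and 100% = wells lacking PAFAH1B3 protein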
Target sequence (Q15102 whole entry, looked up): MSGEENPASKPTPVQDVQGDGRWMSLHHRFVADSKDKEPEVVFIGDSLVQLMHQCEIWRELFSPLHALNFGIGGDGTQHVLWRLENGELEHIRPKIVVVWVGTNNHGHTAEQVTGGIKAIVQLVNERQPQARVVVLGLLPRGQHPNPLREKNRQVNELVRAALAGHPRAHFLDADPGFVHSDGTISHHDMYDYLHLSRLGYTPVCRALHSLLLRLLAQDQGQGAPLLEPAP
PAFAH1B2 FP inh = PAFAH1B2 enzyme inhibitors, primary screen, biochemical, fluorescence polarization, human | Platelet-activating factor acetylhydrolase IB subunit alpha2 (Homo sapiens), P68402 | recombinant PAFAH1B2, FP-rhodamine activity probe | inhibition, % at 3.39 µM | 1.2% of 340,000 active | AID 492953, 2010;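 active = inhibition above the mean of all tested compounds plus 3 SD, cut at about 24% in these data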;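 note: 0% = enzyme with DMSO and 100% = wells lacking PAFAH1B2; many of its hits are not listed in these tables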
ZTA DNA inh = blocks Epstein-Barr virus ZTA, an EBNA-1 counter-screen. P03206. ZTA-DNA binding, fluorescence polarization. inhibition, % at 11 µM. 0.15% of 320,000 active. AID 2234; in the data active = inhibition above about 33%
LYPLA2 counter = LYPLA2 inhibitors, primary screen, counter-screen for PME1 inhibitor project, biochemical, fluorescence polarization, FP-Rh probe ABPP. AID 2177, 2009. Acyl-protein thioesterase 2 (Homo sapiens), O95372. recombinant LYPLA2. inhibition, % at 5.9 µM. 0.38% of 320,000 active;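 active = inhibition above the screen-wide mean plus 3 SD, limit set per campaign, cut at about 26% in these data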;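 note: 0% = LYPLA2 with DMSO and 100% = wells lacking LYPLA2 enzyme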
EBNA-1 inhibitor = EBNA-1 DNA-binding inhibitors, primary screen, biochemical, fluorescence polarization; inhibition, % at 14.8 µM; 0.34% of 300,000 active; AID 1950, 2009; in the data active = inhibition above about 28%
LYPLA1 counter = LYPLA1 inhibitors, primary screen, counter-screen for PME1 inhibitor project, biochemical, fluorescence polarization, FP-Rh probe ABPP; Acyl-protein thioesterase 1 (Homo sapiens), O75608; recombinant LYPLA1; inhibition, % at 5.9 µM; 0.16% of 320,000 active;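 active = inhibition above the mean of all tested compounds plus 3 SD, set per campaign, cut at about 14% in these data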;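 note: inhibitors block serine hydrolase probe labeling of LYPLA1 so polarization falls; 0% = enzyme with DMSO and 100% = wells lacking LYPLA1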
Target sequence (O75608 whole entry, looked up): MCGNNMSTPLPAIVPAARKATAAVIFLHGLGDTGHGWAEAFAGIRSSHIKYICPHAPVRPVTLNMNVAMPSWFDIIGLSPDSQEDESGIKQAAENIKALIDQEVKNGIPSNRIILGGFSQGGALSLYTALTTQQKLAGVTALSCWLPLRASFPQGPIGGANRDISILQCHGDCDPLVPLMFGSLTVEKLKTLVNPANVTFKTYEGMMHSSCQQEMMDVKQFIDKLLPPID
Starred values were filed as active, the others as inactive; x = not tested or not shown. These rows are one share of the data (hit frequency here may not be typical).

SMILES	PREPL inh	pPAFAH FP inh	PAFAH2 FP inh	PAFAH1B3 inh	PAFAH1B2 FP inh	ZTA DNA inh	LYPLA2 counter	EBNA-1 inhibitor	LYPLA1 counter
CCOC(=O)N1CCN(CC(O)COC2CC(C)CC(C)(C)C2)CC1 (stereo unspecified)	-6	6	-5	0	8	3	3	-3	-1
COc1cc(CCCN2CCNC[C@@H]2C(C)O)cc(OC)c1OC (stereo partly specified)	10	-2	-1	6	-2	-4	-2	3	-1
Cc1noc(C)c1S(=O)(=O)Nc1ccc2c(c1)C(=O)N([C@H](C)CO)C[C@H](C)[C@@H](CN(C)S(=O)(=O)c1ccccc1)O2	11	4	-3	1	1	x	x	x	x
COc1cccc(C2CC(c3ccccc3C)n3nc(N)nc3N2)c1 (stereo unspecified)	22	3	9	10	6	-9	2	-9	3
CCOC(=O)N1CCN(C(=O)c2ccc(OC)c(OC)c2)CC1	20	-3	8	6	2	-1	2	-3	2
Cn1cccc1CC(=O)N/N=C\c1cccs1	2	7	16	-6	1	-2	5	-18	1
CC(C(=O)N/N=C/c1ccc(N(C)C)c(Br)c1)N(c1ccccc1)S(C)(=O)=O (stereo unspecified)	22	2	0	-5	19	-2	-3	-5	3
O=C(N/N=C/c1ccc(O)c([N+](=O)[O-])c1)C1CC1(c1ccccc1)c1ccccc1 (stereo unspecified)	5	11	18	5	-4	-2	-2	-7	-3
O=S(=O)(c1ccc(Br)s1)N1CCC2(CC1)OCCO2	2	5	1	4	18	-1	4	8	3
CCN1C(=O)/C(=C\c2cn(CCC#N)nc2-c2ccc(F)cc2)SC1=S	-2	0	-4	-8	-2	12	-5	14	-10
O=C(COC(=O)C12CC3CC(CC(O)(C3)C1)C2)Nc1ccc(Br)cc1F	6	1	30*	4	0	-20	-1	x	0
O=C(COc1ccccc1Br)NC1CC1	3	-4	0	14	0	-8	0	4	0

(more compounds)
SMILES	PREPL inh	pPAFAH FP inh	PAFAH2 FP inh	PAFAH1B3 inh	PAFAH1B2 FP inh	ZTA DNA inh	LYPLA2 counter	EBNA-1 inhibitor	LYPLA1 counter
CC1(c2ccc3noc(-c4cccc(F)c4)c3c2)OCCO1	9	5	-7	6	1	1	2	9	0
COc1ccccc1N1CCN(C(=O)CN(c2ccc(C)c(C)c2)S(C)(=O)=O)CC1	6	2	0	8	10	16	3	7	-1
CC(=O)NCCNC(=O)c1ccc2c(c1)S(=O)(=O)c1ccccc1C2=O	11	0	1	0	9	-15	7	1	3
NS(=O)(=O)c1ccc2nc(NC(=O)CS(=O)(=O)c3ccccc3)sc2c1	3	0	6	3	4	-4	-4	-13	-2
O=C(CC1CCCCC1)N1CCC(c2nc(-c3ccc(S(=O)(=O)N4CCCC4)cc3)no2)CC1	0	1	6	0	-7	-11	2	3	-6
O=C(CSc1n[nH]c(-c2cccs2)n1)NCCc1ccccc1	12	-2	0	2	3	-3	1	13	0
COc1ccc(C(=O)Nc2cc(=O)[nH]c3ncnn23)cc1	1	1	-4	2	3	-2	-3	12	-4
C=CCn1c(N)cc(=O)nc1SCC(=O)NC(C)c1ccccc1 (stereo unspecified)	-5	-1	0	-1	2	8	3	2	1
COc1ccc(/C=N\Nc2ncc(F)c(N3CCOCC3)n2)cc1OC	3	10	1	-1	7	-11	3	-1	-1
CCOCCn1c(=NC(=O)c2cc3ccccc3oc2=O)sc2cc(S(N)(=O)=O)ccc21	9	1	-6	-1	-4	7	0	10	0
CCCCC(OC(=O)c1ccco1)C(=O)NCc1ccc(C)cc1 (stereo unspecified)	2	3	11	4	3	4	5	-6	1
c1ccc(-c2onc3cc4c(cc23)OCCO4)cc1	-9	15	4	5	4	11	11	6	3

Further compounds:
SMILES	PREPL inh	pPAFAH FP inh	PAFAH2 FP inh	PAFAH1B3 inh	PAFAH1B2 FP inh	ZTA DNA inh	LYPLA2 counter	EBNA-1 inhibitor	LYPLA1 counter
COc1ccc(CCNC(=O)C2CC(c3ccc([N+](=O)[O-])cc3)=NO2)cc1 (stereo unspecified)	-1	-3	5	8	5	9	10	-7	-2
O=C(NCc1cccnc1)c1noc2c1CCCCC2	8	7	4	5	3	4	-6	-3	-4
Cc1ccc(C)c(N2CCN(C(=O)CC3Sc4ccccc4NC3=O)CC2)c1 (stereo unspecified)	-54	2	x	x	x	7	-3	5	-1
N#C/C(=C\c1ccccc1)C(=O)NC1CC1	5	0	-6	-7	-1	4	-2	-4	1
Cc1nc2c(C#N)cnn2c2c1CCN2CC1CCCO1 (stereo unspecified)	3	1	-6	7	0	11	7	-2	-3
Fc1ccc(-c2n[nH]c(=S)n2-c2ccc3c(c2)OCCO3)cc1	4	6	2	7	5	7	3	3	1
COc1ccc(Cl)cc1NC(=O)CCn1cnc2ccccc2c1=O	-8	-3	9	7	7	-9	4	3	0
CC(C)c1ccc(CN2CCSCC2)cc1	10	-2	3	6	2	-4	5	-8	1
Cc1cc(C(=O)COC(=O)C2=COCCO2)c(C)n1-c1cccc(F)c1	-5	15	14	15	5	10	6	4	1
O=C(NCCNCCO)C1(C(F)(F)F)C/C(=C\CCO)CCCO1 (stereo unspecified)	5	6	4	-4	1	-6	2	11	-1
COc1cccc(CNC(=O)c2cc(S(=O)(=O)N3CCOCC3)ccc2N2CCCC2)c1	10	5	6	1	7	0	3	x	-1
Cc1ccc(-n2ncc3c(=O)n(-c4ccc(C)c(C)c4)c(C)nc32)cc1	4	1	-5	2	-3	-4	-7	5	-6

(more compounds)
SMILES	PREPL inh	pPAFAH FP inh	PAFAH2 FP inh	PAFAH1B3 inh	PAFAH1B2 FP inh	ZTA DNA inh	LYPLA2 counter	EBNA-1 inhibitor	LYPLA1 counter
N#CC1=C(N)SC(N)=C(C#N)C1c1c(Cl)cccc1Cl	-12	1	-17	-12	-11	6	-6	5	-1
S=C(Nc1ccccc1)N1CCN(c2ccccn2)CC1	-4	7	-12	-16	-3	3	-6	-3	-5
COc1ccc(C(O)(C2CCCCC2)C(CN2CCCC2)c2ccccc2)cc1 (stereo unspecified)	3	4	5	4	9	-1	6	5	-4
CC1CCC(NS(=O)(=O)c2cccc3nsnc23)CC1 (stereo unspecified)	-11	5	8	1	1	-10	5	-6	1
Cc1c(C)c2ccc(OCC(=O)N3CCOCC3)c(C)c2oc1=O	18	1	-6	1	-2	-12	3	5	4
COCCNC(=O)/C(C#N)=C\c1ccc(CNC(=O)C(=O)Nc2ccc(C)c(C)c2)o1	5	2	-2	4	3	-22	0	3	-4
COCCCNC(=O)CN(CCc1ccccc1)S(=O)(=O)c1ccccc1	2	4	-2	1	3	-8	-3	-5	2
COc1ccc(NC(=O)c2cc(-c3ccc(C)cc3O)n[nH]2)c(OC)c1	12	2	-3	-5	2	10	-2	14	-6
Cc1cc(C)c(NC(=O)c2cnn(C)c2)c(C)c1	-4	6	5	1	0	11	3	4	2
COc1ccc(OC)c(S(=O)(=O)N2CCC(C(=O)NCc3ccccc3OC)CC2)c1	10	1	10	9	2	3	5	10	2
CCCC12CN(C(=O)c3ccc(OC)cc3)CC(C)(CN(C(=O)c3ccc(OC)cc3)C1)C2=O	-4	6	3	0	2	-12	8	6	8
Cc1cc(C)cc(C(=O)N/N=C/c2ccoc2)c1	-4	8	1	3	4	5	3	17	1

(listing goes on)
SMILES	PREPL inh	pPAFAH FP inh	PAFAH2 FP inh	PAFAH1B3 inh	PAFAH1B2 FP inh	ZTA DNA inh	LYPLA2 counter	EBNA-1 inhibitor	LYPLA1 counter
Cc1cc(C(=O)Nc2cccc3ccccc23)co1	14	1	-1	4	4	-1	12	2	0
O=c1nc(N2CCCCC2)nc(Nc2ccccc2)[nH]1	7	1	-3	7	6	-14	0	-1	-1
COc1ccccc1C(=O)Nc1cccc(N(C)S(C)(=O)=O)c1	5	5	-10	1	4	8	2	7	2
COc1cccc(C2=CC(c3ccccc3)n3ncnc3N2)c1 (stereo unspecified)	-5	-3	x	x	x	-3	-14	-9	-3
O=C(COC(=O)c1ccccc1Br)Nc1ccccc1F	12	4	18	2	6	-1	-2	-16	2
C(=N\Nc1ncnc2sc3c(c12)CCC3)/c1ccncc1	27	12	4	3	4	-6	-4	8	0
COc1ccc(NC(=O)COC(=O)Cc2coc3cc(OC)ccc23)c(OC)c1	28	20	-6	14	4	x	x	x	x
Cc1ccc(S(=O)(=O)Oc2ccc(/C=N/NC(=O)c3nn(C)cc3Cl)cc2)cc1	-67	-4	-1	0	21	-6	-15	2	-16
COc1cc2nc(C3CCC3)n(NC(=O)C3CCCC(OC)C3)c(=O)c2cc1OC (stereo unspecified)	3	4	6	1	2	-9	-2	10	0
COc1ccc(CCNC(=O)CS(=O)Cc2nc(-c3ccccc3Cl)oc2C)cc1OC (stereo unspecified)	7	3	0	2	7	1	5	-4	3
Cc1cc(C)c(C(=O)CSc2nnc(C)c(=O)[nH]2)cc1C	3	3	-4	3	1	-23	-1	-4	1
Cc1ccc(C)c(NC(=O)c2ccc(OCc3c(C)noc3C)cc2)c1	-2	0	-3	-1	2	14	1	x	1

The results go on:
SMILES	PREPL inh	pPAFAH FP inh	PAFAH2 FP inh	PAFAH1B3 inh	PAFAH1B2 FP inh	ZTA DNA inh	LYPLA2 counter	EBNA-1 inhibitor	LYPLA1 counter
Cc1ccc(N=C(c2cccs2)N2CCOCC2)cc1	17	3	-10	8	1	6	-6	-1	1
O=C(Nc1ccc(S(=O)(=O)Nc2ncccn2)cc1)c1cccc(S(=O)(=O)N2CCOCC2)c1	9	4	0	12	7	3	0	-11	1
Cc1c(C(=O)N/N=C/c2cccnc2)nnn1-c1nonc1N	4	-2	-3	6	4	5	0	-15	-4
CC(C)(C)c1csc(NC(=O)CCc2ccccc2)n1	-5	0	-8	7	4	0	-3	5	-5
N#Cc1ccc(Cl)cc1NC(=O)COC(=O)[C@H](CCC(N)=O)NC(=O)c1ccc(F)cc1	5	-3	-11	5	2	12	-12	-4	-7
CN(C)C(=N)c1n[nH]nc1SCc1ccc(Cl)c(Cl)c1	11	-2	3	1	2	-8	-1	-4	-2
